# Mtb FBA inh = inhibitors of M. tuberculosis fructose-bisphosphate aldolase | purified M. tuberculosis FBA, fluorescence read-out | 2.3% of 360,000 active | P9WQA3 | inhibition, % at 1 µM; in the data active = inhibition above about 27%;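 note: 0% = vehicle and 100% = reference inhibitor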
# Target sequence (P9WQA3 whole entry, looked up): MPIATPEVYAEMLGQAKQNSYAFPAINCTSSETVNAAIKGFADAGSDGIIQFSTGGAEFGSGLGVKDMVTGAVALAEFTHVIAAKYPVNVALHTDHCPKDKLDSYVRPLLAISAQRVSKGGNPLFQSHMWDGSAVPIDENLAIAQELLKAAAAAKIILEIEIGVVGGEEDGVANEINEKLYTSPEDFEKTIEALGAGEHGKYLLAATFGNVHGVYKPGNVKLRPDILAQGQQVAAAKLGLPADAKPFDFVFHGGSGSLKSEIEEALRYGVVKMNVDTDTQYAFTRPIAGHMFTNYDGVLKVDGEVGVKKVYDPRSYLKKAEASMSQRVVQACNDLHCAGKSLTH
# BoNT A protease = blocks Botulinum neurotoxin A light chain protease; multiplex microsphere protease substrate cleavage, flow cytometry; inhibition, % at 10 µM; 0.17% of 360,000 active; AID 588499; note: plate controls were buffer without enzyme for full effect and enzyme alone for no effect
# BioA inh = BioA (M. tuberculosis) enzyme inhibition; 0.096% of 360,000 active; inhibition, % at 9.99 µM; purified M. tuberculosis BioA enzyme, plate reader; in the data active = inhibition above about 40%; inconclusive = no clear call, values can overlap the other calls
# BoNT-F LC inh = inhibitors of Botulinum neurotoxin F light chain protease. Multiplex microsphere protease cleavage assay, flow cytometry. inhibition, % at 10 µM. 0.22% of 360,000 active; in the data active = inhibition above about 35%, passing the limit was not always enough; inconclusive = no clear call, values can overlap the other calls; note: plate controls were buffer without enzyme for full effect and enzyme alone for no effect
# PfHsp40 yeast = restores yeast growth despite PfHsp40 toxicity. S. cerevisiae expressing PfHsp40, growth rescue, ATP luminescence. growth rescue, % at 12.5 µM. AID 504582. 0.68% of 340,000 active; in the data active = growth rescue above about 28%, passing the limit was not always enough; inconclusive = no clear call, values can overlap the other calls;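 note: yeast W303a lacking pdr1 and pdr3 grown in galactose medium; growth measured after three days at 30 °C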
# Mtb UGM inh = Mtb UDP-galactopyranose mutase inhibition. P9WIQ1. purified UGM, fluorescence polarization probe displacement. inhibition, % at 10 µM. 0.06% of 320,000 active. AID 504406; in the data active = inhibition above about 10%, passing the limit was not always enough; inconclusive = no clear call, values can overlap the other calls
# Target sequence (P9WIQ1 whole entry, looked up): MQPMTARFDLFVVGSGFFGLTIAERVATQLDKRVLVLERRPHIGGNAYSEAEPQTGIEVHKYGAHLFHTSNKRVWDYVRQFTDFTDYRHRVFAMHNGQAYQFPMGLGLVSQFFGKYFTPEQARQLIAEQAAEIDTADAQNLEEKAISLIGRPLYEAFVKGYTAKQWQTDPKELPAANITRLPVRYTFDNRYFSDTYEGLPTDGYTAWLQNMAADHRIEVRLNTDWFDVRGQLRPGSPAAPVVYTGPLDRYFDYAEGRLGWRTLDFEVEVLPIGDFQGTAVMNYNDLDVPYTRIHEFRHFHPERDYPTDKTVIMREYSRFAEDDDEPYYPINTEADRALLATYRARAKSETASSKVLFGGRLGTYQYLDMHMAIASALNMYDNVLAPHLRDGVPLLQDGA
# FadD28 FP inh = M. tuberculosis FadD28 bisubstrate binding inhibition | FadD28 bisubstrate probe binding, fluorescence polarization | inhibition, % at 12.5 µM | 0.22% of 360,000 active; in the data active = inhibition above about 8.5%, passing the limit was not always enough; inconclusive = no clear call, values can overlap the other calls
# GDH-TPI inh = counter-screen for M. tuberculosis FBA inhibitors: GDH-TPI coupled enzymes | inhibition, % at 4.8 µM | 1.2% of 360,000 active | GDH-TPI coupled enzyme counterscreen, NADH absorbance; in the data active = inhibition above about 30%;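 note: 0% = DMSO wells and 100% = wells lacking the enzyme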
# Anthrax LF prot = inhibitors of Bacillus anthracis lethal factor protease | inhibition, % at 10 µM | AID 588501 | 0.12% of 360,000 active | multiplex microsphere protease cleavage assay, LF | P15917; note: plate controls were buffer without enzyme for full effect and enzyme alone for no effect
# * marks the source's active call; other numbers are inactive results; ? = inconclusive; · = no result given. Cut-off read from the data, not from the text of the source, unless noted: active = inhibition above about 30%; inconclusive = no clear call, values can overlap the other calls; inactive = below that. No enrichment for hits; 4.7% or so of the library scored in one or more.
SMILES,Mtb FBA inh,BoNT A protease,BioA inh,BoNT-F LC inh,PfHsp40 yeast,Mtb UGM inh,FadD28 FP inh,GDH-TPI inh,Anthrax LF prot
O=C(Cc1ccccc1)Nc1ccc(NC(=O)c2ccccc2)nc1,-1,0.6,1.4,-4,-0.3,0.5,·,0,0
CCOc1ccc(Nc2ccnc3cc(Cl)ccc23)cc1,0,-0.6,-0.4,2,0.7,2.6,-2.2,19,-9
CCOc1cc2c(cc1/C=C/c1noc(C)c1[N+](=O)[O-])OC(C)C2 (configuration not stated),2,15,-3.7,27,0.0,-1.4,0.4,-4,4
C=CCN1C(=O)c2ccc(C(=O)OCC(=O)Nc3ccc(S(N)(=O)=O)cc3)cc2C1=O,4,·,0.3,·,1.0,-1.7,-0.6,-5,·
CN(Cc1ccno1)Cc1cn(C)nc1-c1ccc(Oc2ccccc2)cc1,0,-1.7,·,3,1.4,2.1,-1.5,11,-1
CCCCSCc1ccc(C(=O)O)o1,4,3.0,-0.4,6,-0.7,2.7,1.2,6,0
COC(=O)c1ccc(NC(=O)CSc2nnc(COc3ccc4c(c3)CCCC4)o2)cc1,1,-0.5,-3.7,7,-1.2,2.4,1.0,5,1
O=C1CC[C@@H]2CC3(C[C@@H]4CCN1[C@H]24)Nc1cc(Cl)ccc1NC3=NC1CCCCC1 (some centres not stated),-1,1.2,-1.9,0,-1.6,·,1.0,8,-2
COc1ccc2[nH]c(C)c(CCN(Cc3cccs3)C(=S)Nc3cccc(F)c3)c2c1,2,0.3,-6.4,-22,0.3,1.8,-2.8,-4,-6
CCN(C(=O)CSc1nc2n[nH]c(C)c2c(=N)n1-c1ccc(Cl)c(C)c1)c1cccc(C)c1,-1,-2.0,0.1,8,2.7,-0.3,-18,6,-1
CCC1CCCCN1C(=O)Cn1c(=O)n(CCCC(=O)NCc2ccco2)c(=O)c2sccc21 (configuration not stated),-8,-2.0,-1.2,-6,0.6,1.3,-5.1,-12,3
C/C(=N\Nc1cc(C)nc(-c2ccccc2O)n1)c1ccccc1,2,-0.5,·,1,0.7,-1.9,-3.6,11,-4
C=CCC1(CC=C)CCCN1C(=O)C1CCC(=O)N(CCc2ccccc2)C1 (configuration not stated),4,2.5,-3.1,-4,-2.2,4.7,-0.1,2,2
CC(C)C(c1nnnn1C1CCCCC1)N1CCc2ccccc2C1 (configuration not stated),3,0.8,·,3,-0.6,0.2,-3.0,4,0
Cc1cccc(NC(=S)NNC(=O)c2sccc2C)c1,0,0.2,-0.2,6,3.0,0.3,-0.8,10,-1

# Three entries from above, with two lines to a compound:
# Below each compound – Mtb FBA inh	BoNT A protease	BioA inh	BoNT-F LC inh	PfHsp40 yeast	Mtb UGM inh	FadD28 FP inh	GDH-TPI inh	Anthrax LF prot
- CCN(C(=O)CSc1nc2n[nH]c(C)c2c(=N)n1-c1ccc(Cl)c(C)c1)c1cccc(C)c1
→ -1	-2.0	0.1	8	2.7	-0.3	-18	6	-1
- CCC1CCCCN1C(=O)Cn1c(=O)n(CCCC(=O)NCc2ccco2)c(=O)c2sccc21 (configuration not stated)
→ -8	-2.0	-1.2	-6	0.6	1.3	-5.1	-12	3
- C/C(=N\Nc1cc(C)nc(-c2ccccc2O)n1)c1ccccc1
→ 2	-0.5	·	1	0.7	-1.9	-3.6	11	-4

# Next section
SMILES,Mtb FBA inh,BoNT A protease,BioA inh,BoNT-F LC inh,PfHsp40 yeast,Mtb UGM inh,FadD28 FP inh,GDH-TPI inh,Anthrax LF prot
Cc1cccc(OCC(=O)OCC(=O)N2CCN(C(=O)c3ccco3)CC2)c1C,-5,-0.2,0.7,2,0.4,-2.3,-0.1,4,-3
Cc1ccc(OCCn2ccc(=O)[nH]c2=O)cc1C,1,-0.9,·,-11,1.4,-1.2,-6.1,-2,-8
CCCCN1C(=O)CC(Sc2ccccc2C(=O)O)C1=O (configuration not stated),0,-0.2,-1.0,-8,-1.0,2.3,-1.4,0,-5
COc1cccc(C(=O)CSc2nc3cccnc3n2C)c1,-2,-0.8,-0.7,-12,-0.2,-0.4,-0.1,-5,12
CCCCNC(=O)C1c2ccccc2Oc2ccccc21,-2,0.5,·,-1,0.3,2.7,-4.3,-5,-2
C[C@H]1CCCCO[C@H](CN(C)Cc2ccccc2)[C@@H](C)CN([C@@H](C)CO)C(=O)c2cc(NC(=O)CCC(F)(F)F)ccc2O1,-1,0.3,-0.6,-1,·,·,-2.2,-11,0
Clc1ccc(C2=NNC(=NCc3ccc4c(c3)OCO4)SC2)cc1,6,1.8,-0.1,25,-1.8,-2.6,0.9,7,3
CCOc1ccccc1NC(=O)C(c1ccccc1)N1CCN(CC(=O)N2CCCC2)CC1 (configuration not stated),-1,-0.7,12,-10,-1.6,1.3,-3.5,1,-3
O=C(CSc1nc2c(cnn2-c2cccc(Cl)c2)c(=O)[nH]1)NCCC1=CCCCC1,2,-0.1,-1.9,2,-0.3,2.3,-3.9,-2,-7
CCCC(=O)c1cc(F)c(N2CCOCC2)cc1C,1,-0.2,0.3,-3,-2.0,-4.5,-0.4,3,1
CCCOc1ccc(N2C(=O)CC(NCc3ccncc3)C2=O)cc1 (configuration not stated),-1,-0.2,0.2,-13,0.5,-1.7,-0.9,10,0
CC(C)(C)c1ccc(OCC(=O)NCCN2CCCC2)cc1,3,3.4,-0.5,-18,0.1,-0.1,-0.7,7,2
O=C(NCc1ccc2c(c1)OCO2)c1nnc(Cc2ccc(Cl)cc2)o1,4,-0.7,-1.1,-3,22,-2.6,-0.9,11,8
O=C(c1ccccc1-c1ncc[nH]1)N1CCCC(Nc2ccc(F)cc2)C1 (configuration not stated),3,-1.4,-1.8,5,-0.5,5.0,1.5,5,3
CC(C)(C)C(=O)Nc1sc(-c2ccccc2)cc1C(=O)O,-2,0.1,0.1,-3,-0.4,-0.5,2.0,22,-3
O=C(C[C@H]1C[C@H](C(=O)N2CCCCC2)[C@@]2(CCc3ccccc3)c3[nH]c4ccc(Cl)cc4c3CCN2C1=O)NCCN1CCOCC1,-2,-0.2,-2.5,0,-1.6,·,-1.2,-16,3
Cc1cccc(C2CC(c3ccc(Cl)cc3)Nc3nc(N)nn32)c1 (configuration not stated),4,-0.6,1.3,-2,-0.2,-1.5,-5.4,-12,1
CCOc1ccc(S(=O)(=O)N2CCCCC2)cc1NC(=O)Cc1cccs1,-2,-3.9,-0.2,4,-1.9,2.4,-4.4,5,2
CCOc1ccccc1NCc1nnc(-c2ccccc2)o1,3,-4.0,-1.2,?,-0.9,-1.2,-1.8,11,15
CCc1ccc(NC(=O)CCn2c(=O)oc3ccccc32)cc1,2,0.9,·,3,1.0,1.0,0.3,-9,-12
Cc1nc2c(OCc3ccc(OC(F)F)cc3)cccn2c1N(C)C(=O)CCC1CCCC1,0,-0.6,-0.9,-4,·,·,-5.6,-1,-8
Cc1ccc(-c2nnn(CC(=O)N(c3ccccc3)C(C(=O)NCC3CCCO3)c3ccc(F)cc3)n2)o1 (configuration not stated),2,-1.0,-1.9,-3,0.1,-0.6,1.9,3,-4
O=C(c1cc(-c2ccc(Cl)cc2)on1)N1CCc2ccccc2C1,1,-1.2,-0.8,-1,8.2,1.4,·,6,-2
O=C(Nc1ccc(N2CCCC2)cc1)c1cc(Br)ccc1Cl,-2,-1.0,-0.7,?,-2.4,0.5,-6.0,-3,-16
Cc1ccc(NC(=S)N2CCC(c3ccccc3)C2)c(Cl)c1 (configuration not stated),-1,0.7,·,2,0.7,-2.5,-4.3,-4,-6
Nc1nc(SCC(=O)Nc2ccccc2-c2ccccc2)n[nH]1,1,-0.7,-1.5,-1,2.2,0.1,-4.2,-8,1
CC(C)CN(C(=O)COC(=O)c1ccc(Cl)c(N)c1)c1c(N)n(Cc2ccccc2)c(=O)[nH]c1=O,6,-0.9,-1.9,-12,1.4,1.1,-0.8,2,-3
CCSC1=NCCN1C(=O)c1ccc(S(=O)(=O)N(C)C)cc1,-5,0.3,·,2,0.0,1.6,-4.9,1,0
CC1(C)c2[nH]c3ccccc3c2C[C@H]2C(=O)N(Cc3ccc(F)cc3)C(=O)N21,0,-0.2,-1.1,0,9.8,-1.4,0.2,6,-7
O=C(CNC(=O)c1ccc(Br)cc1)N/N=C/c1ccc[nH]1,2,-0.5,·,-2,-1.9,-0.7,-0.7,19,0
COc1cc(/C=C/C(=O)OCC(=O)Nc2ccc(NC(C)=O)cc2)cc(S(=O)(=O)N2CCc3ccccc32)c1OC,0,-0.3,-0.5,-4,1.7,-1.5,-7.4,5,-7
COc1ccc(S(=O)(=O)NNC(=O)C2COc3ccccc3O2)cc1[N+](=O)[O-] (configuration not stated),0,0.7,·,-3,-0.4,1.1,-0.5,1,-2
CC(C)N(Cc1nnc(-c2ccccc2Br)o1)C(=O)c1cc(Cl)nc2ccccc12,2,-0.3,-3.8,-2,-0.4,1.3,-1.9,13,-2
CN(Cc1ccccc1)C(=O)c1cccc(NC(=O)Cc2ccc(NC(=O)C3CCN(C(=O)c4ccccc4)CC3)cc2)c1,-1,-0.2,-1.4,-4,1.4,·,-3.4,-5,0
CS(=O)(=O)c1nc([N+](=O)[O-])nn1CCCc1ccccc1,-2,3.1,·,?,-0.2,-0.9,-2.5,5,0
CCN(CC)Cc1c[nH]c2c(C(=O)OC)cccc12,67*,-1.2,-2.6,-16,0.6,·,-1.9,20,-7
CCOC(=O)CN1C(=O)S/C(=C/c2ccc(O)c([N+](=O)[O-])c2)C1=O,-11,-0.6,·,-2,3.8,1.8,6.8,8,-2
COC(=O)C1=C(c2ccc(F)cc2F)C[C@@H]2CC[C@H]1N2C(=O)NCc1ccco1,4,-0.2,0.3,1,-0.1,-5.9,-0.8,-2,0
CC(=O)Nc1ccc(S(=O)(=O)Nc2c(NC3CCCCC3)c3ccccc3oc2=O)cc1,0,2.2,-1.4,2,1.5,-0.3,-4.5,-2,0
Cc1ccc(NC(=O)OCc2ccccc2S(C)=O)cc1 (configuration not stated),7,-1.2,·,-7,-0.6,2.7,2.7,4,-1
Cc1noc(C)c1NC(=O)Nc1cccc2c1O[C@H](CN(C)S(=O)(=O)c1ccccc1)[C@@H](C)CN([C@H](C)CO)C2=O,-1,-0.2,-0.5,-2,-0.8,·,-3.0,-2,-2
COCCCNC(=O)CCc1ccc(S(=O)(=O)Nc2ccc(C)cc2)cc1,0,-0.6,-0.6,-2,-0.3,-0.9,1.1,12,-4
Cc1ccc(-n2nnnc2SCC(=O)N2Cc3ccccc3CC2C(=O)O)cc1 (configuration not stated),-4,0.0,-0.8,-1,0.2,-0.5,-2.6,-4,-4
O=C(COc1ccc(Cl)cc1)c1ccc(O)cc1O,-4,-0.6,0.4,-4,?,-0.2,-4.2,16,-4
COc1ccc(NC(=O)Nc2nnc(Cc3ccc(OC)c(OC)c3)s2)cc1,0,-0.1,1.2,?,-1.1,-1.6,0.3,6,7
CCC(Sc1nc(C)cc(C)n1)C(=O)Nc1ccc(S(N)(=O)=O)cc1 (configuration not stated),-1,0.0,·,-8,-1.5,1.5,-5.2,1,2
COc1cc(/C=C/C(=O)c2ccc(C)c([N+](=O)[O-])c2)cc(OC)c1O,-14,1.8,·,-3,0.6,2.4,-1.3,11,-1
COC1OC(COC(=O)CNC(=O)OC(C)(C)C)C(O)C(O)C1O (configuration not stated),-9,-0.7,·,-6,-0.2,-3.3,-3.4,-5,0
Cc1ccsc1/C=N/NC(=S)NCc1ccccc1,-2,-1.2,-1.4,-3,4.4,0.8,-4.3,21,5
Cc1ccc(C(=O)CCNc2ccccc2)o1,-2,5.2,0.1,-48,-0.3,-3.6,-2.1,-5,2
CCc1ccc(CN(C)CC(=O)Nc2ccc(S(=O)(=O)N3CCOCC3)cc2)cc1,-1,1.2,0.0,1,-1.3,-0.9,-5.8,5,-2
CN(Cc1ccccc1)N=Nc1ccccc1,3,0.0,-0.5,-8,·,·,-0.3,14,-4
CN(C(=O)CC1C(=O)NCCN1Cc1ccc2ccccc2c1)C1CCOCC1 (configuration not stated),21,1.7,1.1,-2,0.3,-3.2,-1.0,4,2
COc1ccc(NC(=O)CCNC(=O)c2ccco2)cc1Cl,1,0.6,-5.3,2,-0.3,0.4,-3.3,-4,-2
